Screening results as filed in PubChem.
GPR55 activation – GPR55 agonists via beta-arrestin recruitment, primary screen, imaging, U2OS cells, beta-arrestin-GFP redistribution (AID 1961); U2OS GPR55 beta-arrestin-GFP redistribution imaging; higher % means a stronger effect; one-dose activation, % at 10 µM; EC50 in µM for titrated hits; 0.048% of 290,000 active;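 active means activation above 40% with more than 50 cells counted in the well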;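 further: U2OS osteosarcoma cells stably expressing GPR55 and beta-arrestin-GFP; plate controls were DMSO negative control for no effect and LPI positive control for full effect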
NTR1 agonist – agonists of NTR1, primary screen, imaging, U2OS cells, beta-arrestin-GFP, high content (AID 493036) | activation, % at 20 µM | 0.17% of 330,000 active | NTR1-U2OS beta-arrestin-GFP spot imaging, agonist mode;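 active means activation at or above 40% of the spot to cytoplasm intensity ratio, with at least 20 cells analyzed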;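 further: 0% = DMSO without peptide and 100% = 100 nM NTR1 peptide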
Target sequence (P30989 whole entry, looked up): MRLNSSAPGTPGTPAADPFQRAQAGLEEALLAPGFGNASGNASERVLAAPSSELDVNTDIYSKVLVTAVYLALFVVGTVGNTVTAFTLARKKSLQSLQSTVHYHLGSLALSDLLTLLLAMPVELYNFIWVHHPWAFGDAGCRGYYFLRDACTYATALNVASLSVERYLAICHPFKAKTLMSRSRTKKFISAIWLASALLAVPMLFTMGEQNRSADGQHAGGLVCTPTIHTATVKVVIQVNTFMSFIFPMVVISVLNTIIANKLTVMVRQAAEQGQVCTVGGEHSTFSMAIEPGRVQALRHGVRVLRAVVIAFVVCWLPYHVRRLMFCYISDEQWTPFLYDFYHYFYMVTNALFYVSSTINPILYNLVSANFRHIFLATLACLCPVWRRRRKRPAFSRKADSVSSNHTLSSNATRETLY
KOR beta-arrestin-1 – kappa opioid receptor blockers – cell-based, luminescence, uHTS (AID 1778). 0.091% of 290,000 active. inhibition, % at 10 µM, or IC50 in µM where a hit was titrated. KOR beta-arrestin recruitment, luminescence, antagonist mode; higher % means a stronger effect; in the data active means inhibition above about 50%; further: strong numbers were not always called active
K1F lysis inhibition – inhibition of K1F phage lysis, E. coli UTI89, bacterial capsule biogenesis inhibitors, alamar blue (AID 488966); 0.02% of 340,000 active; inhibition, % at 100 µM, or IC50 in µM where a hit was titrated; E. coli UTI89 K1F phage lysis, alamar blue, 2 h; higher % means a stronger effect;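 active means phage lysis inhibition, versus mean bacterial control, above a set limit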;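 further: capsule biogenesis inhibitors block K1F phage lysis so surviving cells raise fluorescence; higher fluorescence means more inhibition of phage lysis; actives were called in the ten point dose series up to 300 µM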
KOR beta-arrestin-2 – kappa opioid receptor activators – cell-based, luminescence, uHTS, primary screen (AID 1777); 0.02% of 280,000 active; KOR beta-arrestin recruitment, luminescence; higher % means a stronger effect; one-dose activation, % at 10 µM; EC50 in µM for titrated hits; in the data active means activation above about 50%, passing the limit was not always enough; further: a part of the inactive calls stands beside numbers as strong as those of hits
GPR55 LPI antagonism – GPR55 antagonists blocking LPI-driven arrestin recruitment, primary screen, imaging, U2OS, beta-arrestin-GFP, LPI agonist (AID 2013) | U2OS GPR55 beta-arrestin-GFP translocation imaging, LPI antagonism; higher % means a stronger effect | inhibition, % at 10 µM, or IC50 in µM where a hit was titrated | 0.13% of 290,000 active;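 active means spots per cell inhibited over 60%, with over 100 cells counted and total cytoplasm intensity under 500,000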;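 further: U2OS cells stably carrying GPR55 and arrestin-GFP stimulated by 5 µM LPI near EC80; imaged beta-arrestin-GFP aggregate spots per cell after agonist stimulation; plate controls were LPI-stimulated DMSO wells for no effect and DMSO wells without LPI for full effect; some results filed as inactive read as strong as hits; confirmed hits need IC50 under 10 µM and bright autofluorescent wells are also inconclusive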
GPR35 arrestin U2OS – GPR35 antagonists blocking zaprinast-driven arrestin recruitment, primary screen, imaging, U2OS, beta-arrestin-GFP, zaprinast agonist (AID 2058); inhibition, % at 10 µM; hits with a dose series show IC50 in µM; U2OS GPR35 beta-arrestin-GFP translocation imaging, zaprinast antagonism; higher % means a stronger effect; 0.052% of 290,000 active;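 active means inhibition of at least 50% with at least 30 cells and total cytoplasm GFP at most 10,000,000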
NOD1 NF-kB reporter – inhibition of NOD1-driven NF-kB reporter – cell-based, luminescence, uHTS, primary screen (AID 1578); NOD1-driven NF-kB luciferase reporter cells, luminescence; higher % means a stronger effect; one-dose inhibition, % at 4 µM; EC50 in µM for titrated hits; 1% of 290,000 active; in the data active means inhibition mostly above about 36%, no sharp cut-off; inactive means mostly below about 34%;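 further: HEK-293T reporter cells stimulated with the NOD1 agonist gamma-tri-DAP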
Rac1 GTP hydrolysis – MgcRacGAP GTPase-activating activity inhibitors, confirmation, biochemical, ADP Hunter fluorescence. 0.6% of 340,000 active. MgcRacGAP-stimulated Rac1 GTP hydrolysis, ADP Hunter fluorescence; higher % means a stronger effect; GST-tagged Rac1 F28L mutant substrate. inhibition, % at 30 µM; hits with a dose series show IC50 in µM;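 active means first-screen hits whose inhibition reached a set limit at any dose in the follow-up dose series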;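 further: fluorescence reports GDP produced by GAP-driven GTP hydrolysis; strong numbers were not always called active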
NTR1 agonist cell count 20 µM – recorded beside NTR1 agonist, whose call it bears; cell count; measured here: cell count, cytotoxicity flag
The depositor's hits bear a star; . = not tested or not shown; [ ] = remark or other dose. An excerpt; rates above refer to the full screens.

SMILES	GPR55 activation	NTR1 agonist	NTR1 agonist cell count 20 µM	KOR beta-arrestin-1	K1F lysis inhibition	KOR beta-arrestin-2	GPR55 LPI antagonism	GPR35 arrestin U2OS	NOD1 NF-kB reporter	Rac1 GTP hydrolysis
COc1cccc(C2C(C(=O)OC(C)C)=C(C)N=c3s/c(=C\c4ccc(C(=O)O)cc4)c(=O)n32)c1 (stereo not drawn)	0.6%	0.8	36	-6%	-0.2%	6.3%	10%	-10%	1%	6%
O=C1CC(c2ccco2)c2ccc3ccccc3c2N1 (stereo not drawn)	0.1%	0.7	35	14%	0.1%	-0.5%	6%	2%	-11%	10%
Cc1cccc(N2CCN(C(=O)C3CCN(S(=O)(=O)c4cnc[nH]4)CC3)CC2)c1C	-0.1%	2.5	48	0%	3.2%	-2.1%	-5%	4%	-9%	6%
O=C(Nc1cccc(Oc2c(F)c(F)c(F)c(F)c2F)c1)N1C[C@@H]2C[C@@H](C1)c1cccc(=O)n1C2	-0.2%	0.3	47	-4%	0.3%	13%	17%	10%	7%	10%
CCNC(=S)NNC(=O)c1ccccn1	-0.2%	0.0	70	3%	1.3%[50 µM]	-0.2%	13%	-12%	-33%	4%
COC(=O)C1(CO)NC(c2ccc(C)cc2)C2C(=O)N(c3ccccc3)C(=O)C21 (stereo not drawn)	0.2%	0.1	53	9%	-0.2%	-2.6%	-8%	4%	5%	2%
COc1ccc(C(=O)N2CCN(S(=O)(=O)c3ccccc3)CC2)c(OC)c1	0.2%	-1.0	93	47%	-1.2%	-1.7%	0%	6%	-5%	3%
COc1ccc(C(=O)C2CCCN(C(=O)c3ccccc3C(C)=O)C2)cc1F (stereo not drawn)	-0.2%	3.5	73	-1%	0.4%	-2.6%	-8%	-5%	-54%	5%
CCC(C)NCC(=O)Nc1ccc(S(N)(=O)=O)cc1 (stereo not drawn)	0.9%	0.0	36	14%[20 µM]	.	-3.7%	1%	-8%	-29%	.
COc1cc2[nH]c(=S)nc(NCc3ccccc3)c2cc1OC	0.3%	-0.1	51	-39%	-0.1%	-0.1%	-5%	-1%	-14%	8%

Grouped by structure: those above containing four or more nitrogen atoms
SMILES	GPR55 activation	NTR1 agonist	NTR1 agonist cell count 20 µM	KOR beta-arrestin-1	K1F lysis inhibition	KOR beta-arrestin-2	GPR55 LPI antagonism	GPR35 arrestin U2OS	NOD1 NF-kB reporter	Rac1 GTP hydrolysis
Cc1cccc(N2CCN(C(=O)C3CCN(S(=O)(=O)c4cnc[nH]4)CC3)CC2)c1C	-0.1%	2.5	48	0%	3.2%	-2.1%	-5%	4%	-9%	6%
CCNC(=S)NNC(=O)c1ccccn1	-0.2%	0.0	70	3%	1.3%[50 µM]	-0.2%	13%	-12%	-33%	4%

The listing continues.
SMILES	GPR55 activation	NTR1 agonist	NTR1 agonist cell count 20 µM	KOR beta-arrestin-1	K1F lysis inhibition	KOR beta-arrestin-2	GPR55 LPI antagonism	GPR35 arrestin U2OS	NOD1 NF-kB reporter	Rac1 GTP hydrolysis
Cn1c(=O)oc2cc(S(=O)(=O)Nc3cccc(F)c3)ccc21	0.7%	-0.3	54	8%	-1.5%	-0.1%	12%	-22%	-13%	5%
N#Cc1c(N)n(-c2ccc(N)cc2)c2nc3ccccc3nc12	-0.1%	0.3	51	36%	0.7%	0.6%	-2%	-1%	-7%	14%
Cn1c(=NC(=O)c2ccco2)sc2cccc(F)c21	-0.1%	1.7	82	31%	2.5%	-3.7%	6%	5%	-68%	9%
O=C(CSc1ccc(-c2ccc(F)cc2)nn1)NC1CCCCC1	-0.3%	-0.5	47	-18%	0.2%	-1.3%	0%	-4%	4%	6%
COc1ccc(OCc2nc(N)nc(Nc3ccccc3)n2)cc1	0.1%	-0.8	85	0%	-0.1%	-2.8%	0%	-16%	-26%	8%
O=C(CN1C(=O)NC2(CCCCCC2)C1=O)NC1CC1	-0.6%	2.9	56	9%	0.2%	-2.2%	7%	5%	-27%	0%
CN(C)c1nc(N)nc(N(c2ccccc2)c2ccccc2)n1	-0.1%	-1.2	62	-2%	-0.8%	-4.1%	18%	-7%	4%	6%
Cc1nn(-c2ccccc2)c2sc(-c3n[nH]c(=S)o3)cc12	0.2%	2.4	79	-67%	-1.1%	-0.5%	-10%	7%	2%	6%
CC1CC2=C(C(=O)O1)C(c1ccc(Cl)cc1)Nc1ccccc1N2 (stereo not drawn)	-0.3%	0.0	56	20%	-0.9%	1.1%	1%	2%	-15%	1%
COc1ccccc1CNS(=O)(=O)CC12CCC(CC1=O)C2(C)C (stereo not drawn)	0.0%	-0.4	52	-65%	-0.6%	3.9%	0%	-2%	25%	6%

Whole records as entered above. Screens in order: GPR55 activation | NTR1 agonist | NTR1 agonist cell count 20 µM | KOR beta-arrestin-1 | K1F lysis inhibition | KOR beta-arrestin-2 | GPR55 LPI antagonism | GPR35 arrestin U2OS | NOD1 NF-kB reporter | Rac1 GTP hydrolysis
Record of `N#Cc1c(N)n(-c2ccc(N)cc2)c2nc3ccccc3nc12` : -0.1% | 0.3 | 51 | 36% | 0.7% | 0.6% | -2% | -1% | -7% | 14%
Record of `Cn1c(=NC(=O)c2ccco2)sc2cccc(F)c21` : -0.1% | 1.7 | 82 | 31% | 2.5% | -3.7% | 6% | 5% | -68% | 9%
Record of `CC1CC2=C(C(=O)O1)C(c1ccc(Cl)cc1)Nc1ccccc1N2` (stereo not drawn) : -0.3% | 0.0 | 56 | 20% | -0.9% | 1.1% | 1% | 2% | -15% | 1%
Record of `Cn1c(=O)oc2cc(S(=O)(=O)Nc3cccc(F)c3)ccc21` : 0.7% | -0.3 | 54 | 8% | -1.5% | -0.1% | 12% | -22% | -13% | 5%

The list goes on.
SMILES	GPR55 activation	NTR1 agonist	NTR1 agonist cell count 20 µM	KOR beta-arrestin-1	K1F lysis inhibition	KOR beta-arrestin-2	GPR55 LPI antagonism	GPR35 arrestin U2OS	NOD1 NF-kB reporter	Rac1 GTP hydrolysis
CCOCCCNC(=O)c1ccc2c(c1)ncn2C1CCCC1	0.2%	-0.6	48	1%	0.0%	-3.4%	12%	-2%	.	-4%
Cc1cccc(CN2CCC(CNC(=O)CCNC(=O)Cn3ccc4ccccc4c3=O)CC2)c1	0.2%	1.6	93	-2%	0.2%	-1.8%	14%	8%	-15%	4%
CCS(=O)(=O)c1ccc(C(=O)NC)c(Cl)c1Cl	0.0%	-1.3	65	-7%	-0.2%	-0.2%	-8%	-9%	-25%	-5%
CCOc1ccc(CN(Cc2ccco2)C(c2cccs2)c2nnnn2C(C)(C)C)cc1 (stereo not drawn)	-0.2%	0.4	48	19%	1.9%	-8.0%	17%	-9%	-16%	9%
CCOC(=O)C1CCN(S(=O)(=O)c2cccc(-c3csc(C)n3)c2)CC1	0.8%	0.1	51	8%	0.0%	-1.6%	-5%	8%	-35%	11%
CCN(CC)C(=O)C(=O)c1cc(C)n(-c2ccc(F)cc2)c1C	0.3%	-1.5	85	4%	0.3%	-0.1%	0%	4%	-24%	14%
Cc1ccc(NC(=S)NNC(=S)Nc2cccc(C(F)(F)F)c2)cc1	-0.2%	7.5	46	-12%	-1.0%	2.1%	5%	-2%	2%	12%
COc1cccc(N(CC(=O)NC2CCCCC2)C(=O)CCCC(=O)Nc2ccccn2)c1	-0.2%	-0.4	46	-25%	0.5%	2.7%	4%	9%	-11%	7%
Cc1ccc2c(C)ccc(O)c2n1	-0.1%	3.6	74	12µM*	-0.3%	-1.0%	1%	-17%	.	5%
CCOc1cc(N2CCOCC2)c(OCC)cc1NC(=O)[C@H](C)N1C(=O)C2CC=CCC2C1=O (stereo partly drawn)	-0.4%	2.8	60	-7%	0.1%	-8.0%	6%	-4%	-27%	3%
CC(=O)NS(=O)(=O)c1ccc(NC(=O)/C=C/c2cn(-c3ccccc3)nc2-c2ccccc2)cc1	0.2%	-0.5	58	-21%	-3.1%	0.0%	3%	-3%	-23%	9%
CCN(C(=O)C1CCCN(c2ncnc3c2nc2n3CCCCC2)C1)c1cccc(Cl)c1 (stereo not drawn)	-0.1%	6.7	58	-46%	0.3%	9.8%	-16%	-10%	-52%	8%
Cn1cc(Br)c(-c2cccc(NC(=O)CC(C)(C)CC(=O)O)c2)n1	0.6%	-0.1	72	15%	-1.0%	-2.3%	4%	-1%	-9%	4%
CCOC(=O)N1CCN(C(=O)CSc2nnc(COc3ccccc3)o2)CC1	-0.1%	-2.3	53	32%	-0.1%	-1.5%	7%	-12%	-12%	0%
O=C(Nc1c(F)cccc1F)c1cnc(N2CCN(c3ccccn3)CC2)c2ccccc12	0.2%	10	64	-46%	1.8%	-2.1%	-8%	0%	68%	5%
c1ccc(CCNc2nc(-c3ccncc3)cs2)cc1	0.1%	1.9	54	-22%	0.6%	-0.8%	9%	-5%	-40%	11%
COc1ccc(Cl)cc1NC(=O)CC1S/C(=N/N=C2CCCCCC2)NC1=O (stereo not drawn)	-0.1%	0.7	60	-21%	-0.8%[50 µM]	-0.3%	-5%	2%	14%	7%
Cc1ccc(NC(=O)CCN2CC(C)OC(C)C2)cc1C (stereo not drawn)	-0.4%	-1.2	59	-11%[20 µM]	-0.3%	4.8%	3%	-3%	-32%	7%
O=C(CCSc1nc(-c2ccco2)cc(C(F)(F)F)n1)NCC1CCCO1 (stereo not drawn)	-0.2%	-0.3	30	-15%	1.3%	6.5%	1%	2%	-27%	9%
CCNC(=O)c1ccc2c(c1)C1C3CCC(C3)C1C(c1ccccc1)N2 (stereo not drawn)	-0.5%	5.1	54	23%	5.4%	-0.1%	5%	1%	-10%	-6%
CCCCN(C)C(=O)C1CCC(CNS(=O)(=O)c2ccc3c(c2)CC(C)N3C(C)=O)CC1 (stereo not drawn)	-0.1%	-0.4	45	-5%	0.2%	-4.1%	12%	-10%	-2%	16%
CCC1(c2ccc(F)cc2)NC(=O)N(CC(=O)N(CCC#N)c2ccccc2)C1=O (stereo not drawn)	0.0%	-0.3	49	-48%	0.3%	2.9%	7%	14%	-12%	7%
COc1ccc(CNc2nc(SCC(=O)NCc3ccco3)nc3ccccc23)cc1	0.4%	1.1	88	10%	9.3%	-4.7%	11%	5%	-23%	-3%
CCCCCCCC(=O)N/N=C/c1cccnc1	-0.1%	-0.6	34	8%	-0.4%	-7.1%	-3%	9%	-2%	2%

KOR beta-arrestin-1: entries above that show a hit
Structure,GPR55 activation,KOR beta-arrestin-1,KOR beta-arrestin-2,GPR55 LPI antagonism,GPR35 arrestin U2OS,NOD1 NF-kB reporter,Rac1 GTP hydrolysis
Cc1ccc2c(C)ccc(O)c2n1,-0.1%,12µM*,-1.0%,1%,-17%,.,5%
